Screens deposited in PubChem BioAssay by Sanford-Burnham Center for Chemical Genomics.
MPTP inh = mitochondrial permeability transition pore inhibitors, primary screen, biochemical, isolated mouse mitochondria, absorbance; AID 602449, 2012; inhibition, % at 10 µM; 360,000 tested, 1.4% active; Ca2+ swelling absorbance, 30 min;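 active = inhibition of 50% or more, scaled per plate between neutral and stimulator controls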;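 also: 0% = DMSO wells given calcium and 100% = 1 mM EGTA wells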
Numbers without * were called inactive. This is a subset. The share of hits here may be higher or lower than overall.

| SMILES | MPTP inh |
| --- | --- |
| CC(C)(C)NC(=O)C(c1ccc(-c2ccccc2)cc1)n1c(=O)c(-c2ccccc2)nc2ccccc21 (stereo unspecified) | 2.6 |
| COC(=O)C1=C/C=C\CN(C(c2ccccc2)c2ccccc2)/C=C\1C(=O)OC | 2.0 |
| CCOC(=O)C1(C)CCN1C(=O)c1ccc(C)cc1 (stereo unspecified) | -1.0 |
| CCC(C)c1ccc(O)c(NC(=S)NC(=O)c2cccs2)c1 (stereo unspecified) | 2.9 |
| O=C(CN(c1ccccc1Cl)S(=O)(=O)c1ccccc1)NC1CC2CCC1C2 (stereo unspecified) | -0.3 |
| O=C(COC(=O)Cc1ccc(Br)cc1)NCc1ccccc1 | 0.4 |
| COC(=O)c1cccc(-n2c(C)cc(/C=C3\SC(=O)NC3=O)c2C)c1 | -0.3 |
| CCOC(=O)[C@]12CCCC=C1N(Cc1ccc(Cl)cc1Cl)C(=O)[C@H](CC(=O)N1CCOCC1)C2 | 0.0 |
| CC(C)(C)c1ccc(C(=O)N2CCOC23CCCCC3)cc1 | 0.5 |
| CCOc1ccccc1C(=O)NC(C(=O)OCn1nnc2ccccc2c1=O)C(C)C (stereo unspecified) | 0.3 |
| COc1ccc(CN2C(=O)C(CC(=O)NC(c3ccccc3)c3ccccc3)CC(C(=O)N(C(C)C)C(C)C)=C2C)cc1 (stereo unspecified) | -1.2 |
| Cc1ccccc1-c1cnc2c(c1)C(=O)N([C@@H](C)CO)C[C@@H](C)[C@H](CN(C)Cc1ccccc1F)O2 | -0.5 |
| CCN(CC)C(=O)C1=C(C)N(CCC2=CCCCC2)C(=O)C(CC(=O)NCc2ccco2)C1 (stereo unspecified) | -0.3 |
| COc1cccc(S(=O)(=O)N(C)C[C@@H]2Oc3cc(Br)ccc3S(=O)(=O)N([C@@H](C)CO)C[C@@H]2C)c1 | -2.9 |
| COC(=O)C[C@@H]1CC[C@@H](NC(C)=O)[C@@H](CO)O1 | -0.8 |
| CC1=CCC[C@@H]2[C@]3(CC/C(=C/CO)CO)CO[C@@]2(C1)[C@@H](O)C[C@H]3C | -0.8 |
| CCN1C(=O)[C@H]2[C@@H](c3ccc(C)cc3)N[C@]3(CCCN(Cc4ccc(C)cc4)C3=O)[C@H]2C1=O | -0.5 |
| COc1ccc(NC(=O)C2(C)CCN2Cc2ccc(OC(F)(F)F)cc2)cc1OC (stereo unspecified) | 0.9 |
| CC1=C(C(=O)N2CCOCC2)CC(CC(=O)NCc2cccs2)C(=O)N1Cc1ccc(C(C)(C)C)cc1 (stereo unspecified) | -0.6 |
| COc1cc(OC)cc(C2=Cc3ccc(OC)cc3C(CC(C)=O)N2c2ccc(-c3cccs3)cc2)c1 (stereo unspecified) | 0.8 |
| CC(C)(C)c1ccc(CC(=O)N2CCC2(C)C(=O)NS(=O)(=O)c2cccc(OC(F)F)c2)cc1 (stereo unspecified) | -0.9 |
| CCOc1ccccc1C(=O)NCC(=O)N(C)CC(=O)Nc1ccc(N2CCOCC2)cc1 | 0.8 |
| COc1ccc(CNC(=O)CC[C@H]2O[C@@H](n3cnc4c(NC(=O)c5ccccc5)ncnc43)[C@H](O)[C@@H]2O)cc1 | -0.9 |
| O=C(O)c1ccc(CN2C[C@@H](CO)O[C@@H](n3cnc4c(N5CCOCC5)ncnc43)C2)cc1 | -2.2 |
| Nc1ncnc2c1ncn2[C@@H]1O[C@H](C(=O)NS(=O)(=O)c2cccc(F)c2)[C@@H](O)[C@H]1O | -1.8 |
| COc1cccc(-c2nc(CN3CCN(C(=O)c4ccco4)CC3)c(C)o2)c1OC | 1.4 |
| c1ccc2c(c1)CN1C(=N2)COc2ccccc2C1c1nc2ccccc2[nH]1 (stereo unspecified) | -1.7 |
| COc1cc(OC)c(C(=O)c2ccccc2[N+](=O)[O-])c(OC)c1 | 1.1 |
| CCCCCC(=O)N1C[C@@H](O)[C@H](n2cc(C3CC3)nn2)C[C@@H]1c1ccc(OC)cc1 | -2.5 |
| CCc1nc2c(OCc3ccc(F)c(F)c3)cccn2c1N(C)C(=O)C(C)C | -1.2 |

Single values from the results shown:
MPTP inh with Cc1ccccc1-c1cnc2c(c1)C(=O)N([C@@H](C)CO)C[C@@H](C)[C@H](CN(C)Cc1ccccc1F)O2 = -0.5
MPTP inh with CC(C)(C)NC(=O)C(c1ccc(-c2ccccc2)cc1)n1c(=O)c(-c2ccccc2)nc2ccccc21 (stereo unspecified) = 2.6

Carrying on:
| SMILES | MPTP inh |
| --- | --- |
| CCCCN1CC(COCc2ccccc2)Oc2cccc(OCc3ccc(OC)cc3)c2S1(=O)=O (stereo unspecified) | 0.3 |
| CCOc1ccccc1-c1cncc(NC)n1 | 1.0 |
| COc1ccc(-c2csc(C(O)c3ccc(F)c(OC)c3)n2)cc1 (stereo unspecified) | 26.6 |
| CCC(CC)C(=O)N(C)c1c(C)nc2c(OCCC3CCCCC3)cccn12 | 0.8 |
| COc1ccccc1NC(=O)N(C)C[C@H]1Oc2ncc(C#CCN(C)C)cc2C(=O)N([C@H](C)CO)C[C@H]1C | -2.3 |
| CCc1c(O)nc(SCC(=O)Nc2c(C)cccc2C)n(-c2ccc(F)cc2)c1=O | 0.3 |
| O=C(Cn1c(Cn2c(-c3cnccn3)nc3ccccc32)nc2ccccc21)c1ccc(OC(F)(F)F)cc1 | 1.0 |
| COc1ccc(C(=O)NNC(=O)Cn2nc(C)cc2C)cc1S(=O)(=O)N1CCOCC1 | -3.0 |
| CCCNC(=O)C1(C)CCCN(Cc2cccc(C#N)c2)C1 (stereo unspecified) | 0.0 |
| O=C(CC[C@H]1O[C@@H](n2cnc3c(NC(=O)c4ccccc4)ncnc32)[C@H](O)[C@@H]1O)NCC1CCCO1 (stereo partly specified) | -0.8 |
| NC(Cc1ccc(C(F)(F)F)cc1)c1csc(NC(=O)NCCc2ccccc2)n1 (stereo unspecified) | 12.9 |
| O=C(C(=Cc1ccc(F)cc1)C(=O)c1ccccc1)c1ccccc1 | -0.8 |
| COC(=O)CCC(=O)N1CCC(Oc2cccc(C(=O)NCc3ccccn3)c2)CC1 | -0.6 |
| COCCCn1cc(CN2CC(N3CCN(C)CC3)CS2(=O)=O)nn1 (stereo unspecified) | -1.9 |
| O=C(NC1CCCCC1)C(c1ccnc2ccccc12)n1c(=O)c(-c2ccco2)nc2ccccc21 (stereo unspecified) | 1.5 |
| C[C@H]1CN([C@@H](C)CO)C(=O)CCCn2cc(nn2)CO[C@@H]1CN(C)C(=O)Nc1ccnc(N2CCOCC2)c1 | 1.6 |
| COC(=O)[C@@]12C[C@@H](CC(=O)NCc3cccc4ccccc34)C(=O)N(Cc3ccc4c(c3)OCO4)C1=CCC(C)(C)C2 | -3.3 |
| COC(=O)[C@@]1(Cc2ccc(F)cc2)[C@H]2c3cc(C(=O)N4CCCC4)n(Cc4ccc(OC(F)(F)F)cc4)c3C[C@H]2CN1C(=O)c1ccccc1 | 0.5 |
| COc1ccc(N2C[C@H](Cc3ccccc3)[C@@H](CC(=O)Nc3ccccc3)C2=O)cc1 | 1.8 |
| Cc1csc(CN(C)C(=O)CC2C(=O)NCCN2Cc2ccccc2C)n1 (stereo unspecified) | -1.7 |
| N#CCCN(C(=O)Nc1ccc(Cl)c(Cl)c1)C1CCCCC1 | 20.5 |
| COc1ccc(-c2csc(C(O)c3ccc(F)cc3)n2)cc1OC (stereo unspecified) | 0.2 |
| COc1ccccc1S(=O)(=O)N(C)C[C@H]1Oc2cc(C#CCC3CCCC3)ccc2S(=O)(=O)N([C@H](C)CO)C[C@H]1C | -0.2 |
| O=C(c1ccc(CNS(=O)(=O)c2ccc(F)cc2)cc1)N1CCCCCC1 | -0.1 |
| CNc1ccccc1C(=O)OCC(=O)N1CCc2ccccc2C1 | 0.8 |
| CCOC(=O)Nc1cc(OC)cc2ccc(C)nc12 | 0.9 |
| Cc1cccc(C)c1-n1nnnc1C(c1ccnc2ccccc12)N(CCN(C)C)Cc1ccccc1 (stereo unspecified) | 1.4 |
| OC[C@@H]1CN(Cc2ccc3c(c2)OCO3)C[C@H](n2cnc3c(NC4CCC4)ncnc32)O1 | 0.2 |
| COc1cc(/C=C/c2nc3ccccc3c(=O)[nH]2)ccc1O | 0.7 |
| O=C(NCc1ccccn1)[C@@H]1CCCN1C(=O)[C@@H]1CCCN1C(=O)c1c(F)cccc1F | -2.0 |

Remaining list, next part.
| SMILES | MPTP inh |
| --- | --- |
| COC(=O)c1cnc(NC(=O)C2(C)CCCN(C(C)=O)C2)s1 (stereo unspecified) | 0.5 |
| CCCNC(=O)C1(C)CCCN(Cc2ccccc2Cl)C1 (stereo unspecified) | -0.6 |
| C[C@@H]1CN([C@H](C)CO)S(=O)(=O)c2ccc(Br)cc2O[C@@H]1CN(C)Cc1ccc(C(=O)O)cc1 | -0.2 |
| O=C(Nc1cccc2ccccc12)c1ccc2sc([C@@H]3O[C@H](CO)[C@H](O)[C@H](O)[C@H]3O)nc2c1 | 0.0 |
| COc1ccc(C2OC(CCc3ccccc3)Cc3[nH]c(=S)[nH]c(=O)c32)cc1 (stereo unspecified) | 0.2 |
| C[C@H](NC(=O)c1nc[nH]c1C(=O)N(C)CCO)c1ccccc1 | -1.3 |
| CCCCN1CC(N2CCN(Cc3cccc(C)c3)CC2)CS1(=O)=O (stereo unspecified) | 1.4 |
| Cc1c(C#N)c2n(c1C)CCCC(=O)N2 | 0.2 |
| CC(C)C(=O)N1CCCC1(C)C(=O)Nc1ccc2c(c1)OCO2 (stereo unspecified) | 2.9 |
| CC(=O)Nc1ccc(-c2ccnc3c2CC(C(=O)Nc2cccc(C(F)(F)F)c2)O3)cc1 (stereo unspecified) | -0.1 |
| Cc1cc(C)cc(-n2nnc3ccccc3c2=O)c1 | 0.7 |
| Cc1cc(C)n2c(Nc3ccc4c(c3)OCCO4)c(C(C)C)nc2n1 | 1.6 |
| COc1ccc(C(=O)c2[nH]c(N)c(C(=O)NCCc3c[nH]c4ccccc34)c2-c2ccc(Cl)cc2)cc1 | 0.7 |
| C=CCNC(=O)c1cc(-c2ccccc2)sc1N | -0.8 |
| COc1ccc(S(=O)(=O)Nc2ccc3c(c2)C(=O)N([C@H](C)CO)C[C@H](C)[C@@H](CN(C)C(=O)Nc2ccc(C(F)(F)F)cc2)OCCCC[C@H](C)O3)cc1 | 1.0 |
| CCOC(=O)C(=C1Nc2ccccc2N1)n1c(-c2cnccn2)nc2ccccc21 | -1.9 |
| Cc1cccnc1C1=NOC(Cc2ccccc2)C(=O)N1Cc1ccccc1F (stereo unspecified) | 0.3 |
| CCOC(=O)[C@]12CCCC=C1N(Cc1ccc3c(c1)OCO3)C(=O)[C@H](CC(=O)NCCC(C)C)C2 | -1.0 |
| OC[C@@H]1CN(Cc2ccco2)C[C@H](n2cnc3c(NC4CCCC4)ncnc32)O1 | -0.6 |
| CC1(C(=O)NS(=O)(=O)c2cccc(OC(F)F)c2)CCN1C(=O)Cc1ccccc1 (stereo unspecified) | -0.1 |
| CSCCC(C(=O)Nc1c(C)cccc1C)N(C)CCc1ccccc1 (stereo unspecified) | 0.0 |
| NC(Cc1ccc(F)cc1)c1csc(Nc2ccc(S(N)(=O)=O)cc2)n1 (stereo unspecified) | 1.3 |
| CC(=O)Nc1cccc(-c2cc(NC(C)=O)c3ncc(-c4ccc(C(C)=O)cc4)n3c2)c1 | -0.8 |
| COc1cccc(-c2cnc3c(NC(C)=O)cc(-c4ccc(OC)c(OC)c4)cn23)c1 | -0.8 |
| O=C(NCCCN1CCOCC1)c1ccccc1N1C(=O)[C@@H]2Cc3c([nH]c4ccccc34)C(c3ccccc3)N2C1=O (stereo partly specified) | -0.7 |
| CC(C)(C)c1ccc(C(O)c2ncc(-c3ccccc3F)[nH]2)cc1 (stereo unspecified) | 3.3 |
| OC1c2cc(Br)ccc2N=C2CCCCCN21 (stereo unspecified) | -0.4 |
| FC(F)(F)c1cc(Cl)c2nc(-c3ccc(Cl)cc3)c(Cc3ccccc3)n2c1 | 2.9 |
| C[C@@H]1CN([C@@H](C)CO)C(=O)c2cc(-c3ccccc3F)cnc2O[C@H]1CN(C)Cc1cccc(F)c1 | -0.7 |
| Cn1cc([C@]2(O)C(=O)Nc3ccc(OC(F)(F)F)cc32)c2ccccc21 | 7.9 |

Looked up by structure from the entries so far:
| SMILES | MPTP inh |
| --- | --- |
| OC[C@@H]1CN(Cc2ccco2)C[C@H](n2cnc3c(NC4CCCC4)ncnc32)O1 | -0.6 |
| Cc1csc(CN(C)C(=O)CC2C(=O)NCCN2Cc2ccccc2C)n1 (stereo unspecified) | -1.7 |
| COc1cccc(-c2cnc3c(NC(C)=O)cc(-c4ccc(OC)c(OC)c4)cn23)c1 | -0.8 |
| CC(C)(C)c1ccc(C(=O)N2CCOC23CCCCC3)cc1 | 0.5 |
| NC(Cc1ccc(F)cc1)c1csc(Nc2ccc(S(N)(=O)=O)cc2)n1 (stereo unspecified) | 1.3 |

Continued.
| SMILES | MPTP inh |
| --- | --- |
| OCCCNc1ncnc2c1ncn2[C@H]1CN(C2CCCC2)C[C@@H](CO)O1 | -1.2 |
| CC(C)c1ccccc1NC(=O)Nc1nnc([C@H]2C[C@H](O)[C@@H](CO)O2)s1 | -1.4 |
| CC(=NOC(=O)c1ccc(I)cc1)c1nccs1 | 0.6 |
| CC1(C(=O)NS(=O)(=O)c2cccs2)CCN1C(=O)CCc1ccc(Cl)cc1Cl (stereo unspecified) | 0.0 |
| COc1ccccc1N1CCN(C2CCCN(C(=O)c3cc(C(C)C)on3)C2)CC1 (stereo unspecified) | -0.1 |
| O=C(NCCc1ccccc1F)C1C(=O)Nc2ccccc2C(=O)N1C1CCCCC1 (stereo unspecified) | 0.9 |
| CCOC(=O)[C@]12CCC=C1N(Cc1ccc3c(c1)OCO3)C(=O)[C@H](CC(=O)NCCCCc1ccccc1)C2 | -1.2 |
| CC1(C(=O)Nc2ccc3c(c2)OCO3)CCN1C(=O)Cc1ccc(-c2ccccc2)cc1 (stereo unspecified) | 74.1* |
| Cc1cnc(CNC(=O)c2csc(COCCO)n2)cn1 | 0.2 |
| COC(=O)[C@]12CCCCC=C1N(Cc1ccc3c(c1)OCO3)C(=O)[C@H](CC(=O)N1CCCC1)C2 | 2.5 |
| O=C1NC(Cc2ccccc2)c2nc3cc(F)c(F)cc3c(=O)n2-c2ncccc21 (stereo unspecified) | -0.8 |
| Cc1c(C(=O)NCc2ccc3c(c2)OCO3)sc(=O)n1Cc1ccc(S(C)(=O)=O)cc1 | -1.5 |
| O=C(Nc1nnc([C@H]2C[C@H](O)[C@@H](CO)O2)s1)c1ccc(Oc2ccccc2)cc1 | -0.4 |
